Source: PubChem BioAssay (several laboratories)
UGM FP inh – inhibitors of M. tuberculosis UDP-galactopyranose mutase; hit rate 0.06% among 320,000; purified UGM, fluorescence polarization probe displacement; AID 504406; inhibition, % at 10 µM; P9WIQ1; in the data active means inhibition above about 10%, passing the limit was not always enough; inconclusive means no clear call, values can overlap the other calls
Target sequence (P9WIQ1 whole entry, looked up): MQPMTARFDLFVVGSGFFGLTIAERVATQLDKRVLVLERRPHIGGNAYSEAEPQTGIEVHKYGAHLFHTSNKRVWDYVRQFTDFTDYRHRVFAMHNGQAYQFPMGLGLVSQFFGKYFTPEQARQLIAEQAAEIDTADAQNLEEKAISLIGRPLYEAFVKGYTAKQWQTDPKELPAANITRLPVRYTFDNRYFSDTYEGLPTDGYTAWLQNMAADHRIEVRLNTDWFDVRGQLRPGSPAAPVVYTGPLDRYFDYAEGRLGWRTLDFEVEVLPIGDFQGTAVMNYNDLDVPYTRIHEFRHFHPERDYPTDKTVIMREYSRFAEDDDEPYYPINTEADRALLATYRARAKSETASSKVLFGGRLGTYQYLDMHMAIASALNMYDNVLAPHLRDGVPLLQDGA
Anthrax LF inh2 – inhibitors of Bacillus anthracis lethal factor protease; hit rate 0.12% among 360,000; AID 588501; inhibition, % at 10 µM; P15917; multiplex microsphere protease cleavage assay, LF; further: plate controls were buffer without enzyme for full effect and enzyme alone for no effect
FadD28 binding – M. tuberculosis FadD28 bisubstrate binding inhibition. FadD28 bisubstrate probe binding, fluorescence polarization. inhibition, % at 12.5 µM. hit rate 0.22% among 360,000; in the data active means inhibition above about 8.5%, passing the limit was not always enough; inconclusive means no clear call, values can overlap the other calls
PfHsp40 rescue – restores yeast growth despite PfHsp40 toxicity | S. cerevisiae expressing PfHsp40, growth rescue, ATP luminescence | AID 504582 | growth rescue, % at 12.5 µM | hit rate 0.68% among 340,000; in the data active means growth rescue above about 28%, passing the limit was not always enough; inconclusive means no clear call, values can overlap the other calls;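 further: yeast W303a lacking pdr1 and pdr3 grown in galactose medium; growth measured after three days at 30 °C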
Mtb BioA inh – inhibitors of Mycobacterium tuberculosis BioA enzyme | purified M. tuberculosis BioA enzyme, plate reader | inhibition, % at 9.99 µM | hit rate 0.096% among 360,000 | AID 602481; in the data active means inhibition above about 40%; inconclusive means no clear call, values can overlap the other calls
Mtb FBA inh – inhibitors of M. tuberculosis fructose-bisphosphate aldolase; P9WQA3; AID 588726; hit rate 2.3% among 360,000; purified M. tuberculosis FBA, fluorescence read-out; inhibition, % at 1 µM; in the data active means inhibition above about 27%;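 further: 0% = vehicle and 100% = reference inhibitor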
Target sequence (P9WQA3 whole entry, looked up): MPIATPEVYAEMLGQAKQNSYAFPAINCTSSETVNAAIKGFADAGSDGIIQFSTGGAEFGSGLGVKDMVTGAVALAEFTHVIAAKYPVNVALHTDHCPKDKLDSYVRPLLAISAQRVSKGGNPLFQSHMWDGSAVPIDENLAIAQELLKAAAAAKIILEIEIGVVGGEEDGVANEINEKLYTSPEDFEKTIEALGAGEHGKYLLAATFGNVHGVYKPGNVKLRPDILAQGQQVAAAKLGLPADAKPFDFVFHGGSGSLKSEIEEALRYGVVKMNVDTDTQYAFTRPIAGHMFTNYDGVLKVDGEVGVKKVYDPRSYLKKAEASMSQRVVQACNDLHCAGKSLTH
BoNT A protease – inhibitors of Botulinum neurotoxin A light chain protease. multiplex microsphere protease substrate cleavage, flow cytometry. inhibition, % at 10 µM. hit rate 0.17% among 360,000; further: plate controls were buffer without enzyme for full effect and enzyme alone for no effect
GDH-TPI counter – counter-screen for M. tuberculosis FBA inhibitors: GDH-TPI coupled enzymes. GDH-TPI coupled enzyme counterscreen, NADH absorbance. inhibition, % at 4.8 µM. hit rate 1.2% among 360,000; in the data active means inhibition above about 30%;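 further: 0% = DMSO wells and 100% = wells lacking the enzyme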
BoNT F protease – BoNT F light chain protease inhibition; hit rate 0.22% among 360,000; inhibition, % at 10 µM; Multiplex microsphere protease cleavage assay, flow cytometry; in the data active means inhibition above about 35%, passing the limit was not always enough; inconclusive means no clear call, values can overlap the other calls; further: plate controls were buffer without enzyme for full effect and enzyme alone for no effect
The depositor's hits bear a star; ? = inconclusive; . = not tested or not shown. Unless noted, no stated cut-off is given here; in the data, active means inhibition above about 30%; inconclusive means no clear call, values can overlap the other calls; inactive means below that.

Every second line gives: UGM FP inh	Anthrax LF inh2	FadD28 binding	PfHsp40 rescue	Mtb BioA inh	Mtb FBA inh	BoNT A protease	GDH-TPI counter	BoNT F protease
1	O=C(Nc1nc2c(s1)CCCC2)c1ccc(Br)s1
    -0.8	-6	-11	4.0	1.3	1	-2.2	18	-18
2	COc1ccc(O)c(/C=N/N=C2/C(=O)Nc3ccccc32)c1
    -1.0	-5	-0.9	-1.2	1.0	0	-1.0	12	-5
3	O=C(CSc1nc2ccc(NC(=O)CSc3nnnn3Cc3ccccc3)cc2s1)Nc1ccccc1
    2.4	7	-4.3	-0.3	.	-3	0.7	-3	5
4	COc1ccc(C(O)c2nc3ccccc3n2C)cc1OC (stereo unspecified)
    0.5	4	-3.2	-0.5	1.3	-1	0.5	-4	3
5	COc1ccc(OC)c(-c2cc(C(=O)Nc3c(C)nn(Cc4ccccc4)c3C)no2)c1
    -0.7	-2	-7.0	-1.3	1.4	2	-0.6	5	-4
6	COc1cccc(-c2nn(C)c3sc(C(=O)NCc4ccco4)cc23)c1
    0.4	-3	-4.9	0.1	1.2	48*	-0.9	17	-9
7	O=C(COC(=O)/C=C/c1ccco1)NCc1ccc(Cl)cc1
    -0.2	4	-0.9	0.1	-1.5	-3	0.0	16	5
8	Cc1cc(C)c2c(N)c(C(=O)c3ccc(Br)cc3)oc2n1
    0.3	-4	-2.8	4.6	.	-1	0.4	-2	-8
9	CCOC(=O)C1=C(C)N(CCCC(=O)O)C(=O)NC1c1ccccc1OS(=O)(=O)c1ccc(C)cc1 (stereo unspecified)
    -1.5	4	-3.9	-0.2	0.1	0	0.6	2	-1
10	O=[N+]([O-])c1ccc(N2CCN(C(=S)NCc3ccc(Cl)cc3)CC2)cc1
    0.1	-5	-0.2	5.0	.	-4	1.9	-1	-5
11	O=C(Nc1ccccc1)Nc1nnc([C@@H]2C[C@H](O)[C@@H](CO)O2)s1
    .	-3	-2.4	.	-2.2	0	0.2	1	1
12	CC(C)C(=O)NNC(=O)c1c(O)c2ccccc2[nH]c1=O
    3.8	-1	-2.0	0.2	-1.9	-2	-0.6	-3	7
13	O=C(COC(=O)C1CC(=O)N(Cc2ccco2)C1)Nc1ccccc1[N+](=O)[O-] (stereo unspecified)
    .	-1	-1.3	-0.5	-0.3	-1	-0.2	6	-9
14	CCc1ccc(NC(=S)N2CCC(NC(=O)c3ccccc3)CC2)cc1
    -2.5	-1	-2.3	1.0	-3.0	-2	-0.6	-4	2
15	Cc1ccc(-c2nc(-c3ccncc3)no2)c(C)c1
    -1.3	-1	0.4	3.5	-0.5	1	2.4	3	2
16	COc1cc(S(=O)(=O)N2CCN=C2c2ccccc2)ccc1F
    0.6	-2	-2.9	0.2	1.2	-3	-3.4	-4	-15
17	N#Cc1c(NC(=O)CSCC(=O)O)sc2c1CCCC2
    -3.7	4	-3.1	0.3	0.3	-1	0.2	8	-2
18	Cc1c(NC(=O)CSc2nc3ccccc3n2C)c(=O)n(-c2ccccc2)n1C
    2.6	1	-2.2	-0.2	-1.0	6	-0.8	1	0
19	COc1ccc(C(=O)N2CCC(C(=O)N3CCN(c4ccccc4)CC3)CC2)cc1
    0.7	5	-4.4	0.3	0.0	-5	1.0	-7	3
20	O=c1c(-c2nc3ccccc3s2)cccn1Cc1ccc(Cl)cc1
    0.7	-18	-0.9	2.2	-1.1	142*	0.0	10	-4

2 entries from above, with one line to a screen:
2: COc1ccc(O)c(/C=N/N=C2/C(=O)Nc3ccccc32)c1
3: O=C(CSc1nc2ccc(NC(=O)CSc3nnnn3Cc3ccccc3)cc2s1)Nc1ccccc1

Screen / compound no. | 2 | 3
UGM FP inh | -1.0 | 2.4
Anthrax LF inh2 | -5 | 7
FadD28 binding | -0.9 | -4.3
PfHsp40 rescue | -1.2 | -0.3
Mtb BioA inh | 1.0 | .
Mtb FBA inh | 0 | -3
BoNT A protease | -1.0 | 0.7
GDH-TPI counter | 12 | -3
BoNT F protease | -5 | 5

Additional compounds
Every second line gives: UGM FP inh	Anthrax LF inh2	FadD28 binding	PfHsp40 rescue	Mtb BioA inh	Mtb FBA inh	BoNT A protease	GDH-TPI counter	BoNT F protease
21	CCn1c(SCC(=O)c2ccccc2)nc2ccccc2c1=O
    0.5	0	-3.2	2.2	1.6	0	-0.5	1	4
22	COC(=O)C1CCN(C(=O)CSc2ccccc2)CC1
    0.4	0	-1.4	-0.4	.	0	-0.2	3	-6
23	O=C(NCc1ccco1)c1cccnc1-c1nc2ccccc2s1
    -1.4	-6	0.4	0.6	-0.5	6	-0.1	13	-6
24	O=C(NCCCN1CCCCCC1)c1ccc(N2CCCC2=O)cc1
    -2.8	-11	-0.7	0.1	-1.5	-1	-0.5	4	3
25	CCC1(C)N=c2c(c(=O)n(C)c(=O)n2C)=NO1 (stereo unspecified)
    1.4	2	-3.2	0.1	-2.7	0	0.0	1	9
26	CCC(=O)Nc1nc2nc(-c3ccccc3)cc(-c3ccccc3)n2n1
    0.1	-8	-3.5	-0.4	-0.9	6	-1.3	5	4
27	COc1ccccc1-c1cccc2nccn12
    .	1	-1.2	.	1.0	128*	0.1	6	1
28	CCCN(CCC)CCCn1c(=O)[nH]c2ccccc21
    1.0	0	-2.9	0.2	0.0	-2	0.4	-10	0
29	CN(C)C(=O)c1ccc(NC(=O)c2sccc2-c2ccccc2)cc1
    2.3	4	0.9	1.3	2.8	1	0.4	5	-10
30	CC(C)c1ccc(NC(=O)NC2(C(=O)NCc3cccnc3)CCCCC2)cc1
    -0.8	-5	.	-0.9	-0.3	1	-0.1	2	-10
31	Nc1ccc2c(c1)C(=O)c1cc(N)c(Cl)cc1-2
    .	-6	-0.9	0.9	-1.5	-1	0.1	22	-2
32	O=C(CCNC(=O)c1ccc([N+](=O)[O-])cc1)NCCc1ccccc1
    -1.2	1	-1.9	-1.5	6.9	-2	1.7	-2	8
33	O=S(=O)(Nc1ccncc1Cl)c1ccc2ccccc2c1
    -3.0	-5	-1.1	1.8	-0.2	1	0.3	-3	-7
34	COc1ccc(C)cc1NC(=O)c1ccc(CN2CCN(c3ccccc3)CC2)cc1
    -0.8	0	-2.0	-0.3	.	2	0.6	-6	-2
35	COc1ccc(S(=O)(=O)N2CCOCC2)cc1NC(=O)CSc1nnc(NC2CC2)s1
    -1.2	-6	-5.0	-1.1	0.9	-3	0.1	0	6
36	CC(Cc1ccccc1)[n+]1cc(/N=C(\[O-])N(C)C)on1 (stereo unspecified)
    3.1	-1	-0.4	-0.5	2.3	-1	0.8	25	-3
37	O=C(Nc1ccccc1)Nc1ccc(C(=O)N2CCOCC2)cc1
    -1.6	0	-3.8	-2.7	.	-1	-0.4	2	-5
38	O=C(NCCCN1CCOCC1)C1(c2ccccc2)CCCC1
    -0.1	-3	-2.0	0.8	-0.5	1	-0.3	-5	-8
39	CC(=O)N1CCN(C(=O)CN2C(=O)NC(C)(c3ccc4ccccc4c3)C2=O)CC1 (stereo unspecified)
    3.8	-3	1.2	0.1	-2.1	2	8.8	2	?
40	O=C(NN=Cc1ccccc1)c1ccccc1
    .	-3	-0.3	0.4	7.6	-5	0.2	4	7
41	CC(C)(C)C(=O)NC1(C(F)(F)F)NC(=O)N(Cc2ccccc2)C1=O (stereo unspecified)
    0.2	-25	0.8	0.4	.	-2	-2.0	9	?
42	CCOc1cc(N2CCOCC2)c(OCC)cc1NC(=O)c1cc(S(=O)(=O)N2CCOCC2)ccc1Cl
    .	0	-3.0	0.9	-0.7	-1	2.8	14	-3
43	Cc1ccc(NC(=S)Nn2cnnc2)c(C)c1
    -3.2	3	-2.5	0.0	0.0	3	-2.0	4	-8
44	Cc1oc(-c2cccc(F)c2)nc1CN1CCCN(C(=O)c2ccco2)CC1
    -1.3	-1	-3.2	-0.7	9.8	2	0.0	-1	-3
45	CCCCn1c(N)c(N(CC(C)C)C(=O)C2CCN(S(=O)(=O)c3ccc(F)cc3)CC2)c(=O)[nH]c1=O
    0.0	0	-2.7	-1.3	-0.6	3	-2.2	3	4
46	OC[C@H]1NC[C@@H](O)[C@@H]1O
    -1.5	0	-2.7	-1.8	-3.2	0	-0.5	-2	-9
47	O=C(c1cc2ccccc2cc1O)N1CCN(c2cccc(Cl)c2)CC1
    0.1	-1	-3.3	-0.4	.	-1	1.7	-18	-4
48	Cc1cccc(Cc2nnc(CCC(=O)N3CCCCC3c3nccs3)o2)c1 (stereo unspecified)
    -1.4	-9	-1.4	.	.	4	-0.5	-2	-3
49	CC(=O)c1cn(CCOc2ccc(F)cc2)c2ccccc12
    4.9	6	-0.2	3.3	3.3	0	-1.5	7	?
50	O=C(COc1c(Cl)cc(Cl)cc1Cl)c1ccc(Cl)cc1
    -0.5	-2	-2.5	-2.5	-0.1	1	0.7	2	-1
51	COc1ccccc1CN1CCNC(=O)C1CC(=O)NCCCn1cccn1 (stereo unspecified)
    -0.9	0	-1.7	-1.2	.	5	-0.2	9	-1
52	Cc1ccc(CC(=O)NCC2CCCCC2)cc1
    2.2	6	-1.1	0.1	-2.7	3	-5.1	10	-32
53	COC(=O)c1c(C#N)c(N)nc2c1CCC2
    7.5	-2	-1.3	-0.6	-0.3	130*	0.2	1	6
54	O=C1C(=Cc2ccccc2)N2CCC1CC2
    .	6	1.5	-0.4	-0.6	4	0.9	6	-6
55	O=C(O)Cc1ccc(C(=O)c2ccc(Cl)cc2Cl)s1
    -2.5	-1	-5.0	-0.1	0.5	-1	0.4	-1	-3
56	Cc1nc(SCC(=O)NCC2CCCO2)nc(C)c1C (stereo unspecified)
    0.7	-2	-1.3	-0.5	3.0	1	0.5	-4	0
57	CCOc1ccccc1/C=N/n1nnnc1N
    3.7	-11	-0.7	-0.8	4.7	4	-3.4	26	6
58	O=S(=O)(c1cccs1)N1CCN(Cc2cccc(F)c2)CC1
    -5.2	3	.	0.6	-0.6	0	-2.3	-3	0
59	O=C(Nc1nnc(CC(c2ccccc2)c2ccccc2)s1)c1ccco1
    -0.5	-8	-0.6	0.2	-0.5	7	-3.4	12	-6
60	NC(=S)NN=C1c2ccccc2-c2cc(Br)ccc21
    .	-5	-11	-2.0	-1.7	-5	-0.2	12	-8
61	O=C(CSCC(=O)N1CCOCC1)Nc1ccccc1
    -2.7	1	-2.9	1.0	3.2	8	0.5	-4	4
62	COc1ccccc1NC(=O)c1oc2ccccc2c1C
    .	-7	-3.9	.	-1.1	-1	-0.4	5	-1
63	O=C(c1ccccc1)C1OC1C(=O)c1ccccc1 (stereo unspecified)
    .	-1	-3.5	1.1	-1.6	-4	0.3	-1	1
64	COc1ccc(N2CCN(C(=O)COC(=O)CSc3ccccc3)CC2)cc1
    .	3	-0.9	-1.4	0.9	-2	0.7	6	4

No enrichment for hits; overall some 4.7% were active at least once.
